VIM-2 inh: inhibitors of Pseudomonas aeruginosa VIM-2 metallo-beta-lactamase; purified VIM-2, nitrocefin hydrolysis, epi-absorbance fluorescence; inhibition, % at 5.6 µM; 290,000 tested, 0.89% active; AID 1527;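 active = inhibition above the mean of all tested compounds plus 3 SD, cutoff set per screening run, cut at about 7.5% in these data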;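 also: red hydrolysis product quenches plate fluorescence so inhibitors raise well fluorescence; 0% = enzyme with DMSO and 100% = DMSO without enzyme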
IDE inh: inhibits human insulin-degrading enzyme in HEK cells; 320,000 tested, 0.41% active; inhibition, % at 5.59 µM; P14735; FAbetaB cleavage, fluorescence polarization;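 active = percent inhibition above the average of all tested compounds plus 3 SD, set per screening campaign, cut at about 16% in these data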;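 also: IDE supplied by intact live HEK cells; FP after avidin binding of uncleaved biotin substrate so inhibition keeps polarization high; 0% = DMSO wells and 100% = 60 µM reference IDE inhibitor Ii1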
CRFBP-R2 block: CRF-BP/CRF-R2 complex antagonism. HEK293 CRF-R2/CRF-BP, CRF-induced calcium fluorescence. inhibition, % at 11.8 µM. 350,000 tested, 0.59% active. AID 588475;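 active = inhibition of the ligand-induced calcium signal above about 50% at the single tested concentration, limit read from the data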
IMP-1 inhibitor: inhibitors of Pseudomonas aeruginosa IMP-1 metallo-beta-lactamase; AID 1556; purified IMP-1, nitrocefin hydrolysis, epi-absorbance fluorescence; 290,000 tested, 0.45% active; inhibition, % at 5.6 µM;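 active = inhibition above the mean plus 3 SD of all compounds in the same screening run, cut at about 4.5% in these data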;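 also: 0% = IMP-1 with DMSO and 100% = DMSO wells lacking enzyme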
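System: Purified recombinant IMP-1 metallo-beta-lactamase enzyme | Measured by: Fluorescence quenching readout, ex 480/em 530 nm | Replication: Singlicate | Incubation: 15 min preincubation plus 25 min reaction at 25 °C | Evaluation: Percent inhibition from optical density relative to buffer-blank wells | Benchmarks: DMSO with and without IMP-1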
NS3 helicase inh: HCV NS3 helicase inhibition | 290,000 tested, 0.56% active | NS3 helicase DNA unwinding, Cy5 molecular beacon fluorescence | AID 1800 | inhibition, % at 10.9 µM;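 active = inhibition above the mean of all tested compounds plus 3 SD, set per campaign, cut at about 35% in these data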;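 also: 0% = DMSO wells and 100% = thioflavine S control wells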
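Assay system: hepatitis C virus NS3 helicase domain fragment enzyme. Also added: annealed dual-labelled DNA beacon duplex, ATP-started. Timing: 1 h reaction at 25 °C, ATP-initiated. Technique: Cy5 fluorescence at 0 and 60 min, beacon hairpin quenching. Evaluation: % inhibition of unwinding. Replication: one well per compound.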
SUMO HTRF inh: blocks human SUMOylation mediated by UBC9. P63279. HTRF SUMOylation assay, SAE1/SAE2 + UBC9, in vitro. inhibition, % at 35 µM. 290,000 tested, 0.36% active. AID 2006; in the data active = inhibition above about 50%, passing the limit was not always enough; also: strong numbers were not always called active
Target sequence (P63279 whole entry, looked up): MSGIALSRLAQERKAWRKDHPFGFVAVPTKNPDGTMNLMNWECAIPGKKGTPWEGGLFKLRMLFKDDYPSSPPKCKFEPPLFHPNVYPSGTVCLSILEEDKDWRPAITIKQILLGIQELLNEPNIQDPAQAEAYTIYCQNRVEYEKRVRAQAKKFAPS
IDE cell activ: IDE (human) activation, cell-based; P14735; HEK cells, FAbeta-B cleavage, fluorescence polarization; 0% vehicle, 100% cell-free pure enzyme wells; activation, % at 5.96 µM; 340,000 tested, 0.073% active; AID 493087;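 active = activation above the mean of all tested compounds plus 3 SD, set per screening campaign, cut at about 17% in these data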
GalR3 antagonist: blocks the human galanin receptor 3; O60755; inhibition, % at 3 µM; AID 651719; HEK293 GalR3-CNG cAMP membrane potential fluorescence; galR3 body fused to GalR1 C-terminus; 360,000 tested, 0.44% active;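 active = inhibition above the screen-wide average plus 3 SD, cut at about 13% in these data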;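 also: forskolin and galanin both at EC90 stimulate the cells; cAMP rise reported by CNG channel membrane potential dye signal; 0% = forskolin plus galanin with DMSO and 100% = forskolin alone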
Target sequence (O60755 1-299 limits assumed): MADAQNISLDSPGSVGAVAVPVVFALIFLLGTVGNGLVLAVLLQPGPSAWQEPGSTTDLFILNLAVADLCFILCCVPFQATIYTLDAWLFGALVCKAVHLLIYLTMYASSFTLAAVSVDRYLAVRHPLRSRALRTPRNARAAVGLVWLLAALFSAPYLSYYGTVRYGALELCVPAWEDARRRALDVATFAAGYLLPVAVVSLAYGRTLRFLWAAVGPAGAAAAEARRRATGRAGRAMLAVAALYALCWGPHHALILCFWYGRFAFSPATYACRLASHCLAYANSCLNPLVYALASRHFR
p-CIP stab down: lowers stability of the mouse p/CIP coactivator protein. 290,000 tested, 0.01% active. Q05BA5. decrease of EGFP signal, % at 10 µM. F442A p/CIP-EGFP cells, EGFP fluorescence, 16 h;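 active = EGFP signal decrease of at least 30% at 10 µM or well 3 SD below plate mean, unless failing retest; inactive = the rest, including hits failing retest or dose response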; also: some compounds called inactive have numbers as strong as hits; many of its hits are not listed in these tables
Active calls of the source: *; · = no result given.

Values run as follows: VIM-2 inh	IDE inh	CRFBP-R2 block	IMP-1 inhibitor	NS3 helicase inh	SUMO HTRF inh	IDE cell activ	GalR3 antagonist	p-CIP stab down
CN(C)CCN(Cc1cc2cc3c(cc2[nH]c1=O)OCO3)C(=S)NCC1CCCO1 (stereo not given)
    -1.2	5	7	-1.3	7	17	-2	5	-14
Cc1cc(NNC(=O)c2ccccc2)nc(NNC(=O)c2ccccc2)n1
    -4.6	0	-17	-2.6	5	4	1	-2	2
Cc1ccc(S(=O)(=O)N2CCN(c3ccc([N+](=O)[O-])c4cccnc34)CC2)cc1
    3.7	9	-6	-2.6	1	2	0	-1	-9
COCCNC(=O)Cc1ccc(Br)cc1
    0.0	-1	-6	-1.4	3	-5	8	-4	7
COCCn1c(=NC(=O)c2ccc(S(=O)(=O)N3CCc4ccccc4C3)cc2)sc2cc(S(N)(=O)=O)ccc21
    -2.5	8	0	-3.3	6	12	0	-3	2
CCN(CC)c1ccc(C2Nc3cccc4cccc(c34)N2)c(O)c1
    -2.7	0	7	-3.2	2	20	6	-5	6
C[C@H](NC(=O)c1nc[nH]c1C(=O)NCC(=O)OC(C)(C)C)C(=O)OC(C)(C)C
    ·	-3	27	·	·	-14	4	-3	-8
CCOC(=O)C1(Cc2ccc(OC)cc2)CCN(C(=O)CC2CCC(=O)N2)CC1 (stereo not given)
    -0.9	1	8	-3.6	-14	1	4	-3	-7
CC(C)(C)NC(=O)c1ccc(C(=O)NC(C)(C)C)cc1
    -2.0	·	-11	-2.8	4	3	·	·	-4
O=c1[nH]n(-c2ccc([N+](=O)[O-])cc2)c(=O)c2ccccc12
    1.7	-3	1	-1.7	8	10	8	-4	11
C/C(=N\NC(=O)C(=O)Nc1cccc(C(F)(F)F)c1)c1ccc(Cl)s1
    1.7	-4	12	-1.2	8	24	8	-5	-9
C/C(=N\NC(=O)c1nnn(-c2nonc2N)c1CN(C)c1ccccc1)c1cccs1
    -2.6	1	-54	-2.0	0	5	0	-7	-2
CCN(c1ccccc1)c1nc2nonc2nc1NCCO
    -2.8	0	-4	-3.3	7	8	3	-4	-2
CCn1cc(-c2n[nH]c(=S)n2-c2ccc(C)cc2Br)c(=O)c2ccc(C)nc21
    -3.7	11	4	-4.3	0	3	-3	0	2
Cc1nc(N2CCN(c3ccccn3)CC2)c2c(C)c(C(=O)Nc3ccc(Cl)cc3)sc2n1
    -4.7	9	17	-3.5	-4	-5	-2	6	-7
Cc1cc2oc(=O)cc(CN3CCOCC3)c2cc1O
    -1.0	-1	0	-0.9	-8	18	0	-5	-1
COc1ccc(Cl)cc1NC(=O)CN(C)C(=O)c1cccc(S(=O)(=O)N2CCN(C)CC2)c1
    ·	-1	-16	·	·	·	2	4	·
CCCCSCCCNC(=O)c1ccc(CS(=O)(=O)c2ccc(OC)cc2)o1
    1.3	-1	-1	-1.8	2	-18	-4	-10	6
CC(=O)Nc1ccc(S(=O)(=O)N2CCC(C(=O)NC3CCCC3)CC2)cc1
    -1.2	-1	3	-2.6	0	1	1	-7	3
CNC(=O)c1ccc(NC(=O)CN2c3cccc4cccc(c34)S2(=O)=O)cc1
    ·	0	-7	·	·	·	5	2	·
CCO[C@@H]1OC(C(=O)N2CCN(Cc3ccc4c(c3)OCO4)CC2)=C[C@H](c2csc3ccccc23)[C@H]1CCCO
    -3.2	10	14	-3.1	-34	-28	-4	·	-15
Cc1cccc(-c2cc(C(=O)Nc3c(C)n(C)n(-c4ccccc4)c3=O)c3ccccc3n2)c1
    -1.6	1	-24	-0.1	0	13	-1	-1	-8
O=C(CSc1n[nH]c(-c2ccccc2Cl)n1)NCc1cccc(C(=O)O)c1
    -6.5	1	4	-2.8	0	-2	1	9	-2
CN(C)c1ccc(NC(=O)COC(=O)Cn2nnc3ccccc32)cc1
    -3.6	7	93*	-4.0	-3	-10	4	-2	-4
CCc1ccc(OCC(=O)OCC(=O)c2c(N)n(C)c(=O)n(C)c2=O)cc1
    -1.5	0	-10	1.5	-3	-2	3	-5	-3
COc1cccc(C(O)c2cnc(C(C)C)n2C)c1 (stereo not given)
    -1.2	-2	11	-2.7	-3	8	0	-5	-16
CCOC(=O)C1=C(C)OC(N)=C(C#N)C1c1c(C)nn(-c2ccc(C)cc2)c1Cl (stereo not given)
    -1.1	·	·	-1.9	-7	0	·	·	-3
CC1(C(=O)Nc2nccs2)Cc2ccccc2C(=O)O1 (stereo not given)
    0.7	-3	2	-5.4	-8	11	2	-2	-9
CCOc1ccc(/C=C2\CCC(C3CCCC3)C2=O)cc1 (stereo not given)
    -1.6	1	6	-0.5	-9	10	3	2	0
CCOC(=O)N1CCN(c2nc(-c3cccs3)cc(C(F)(F)F)n2)CC1
    -2.5	-1	-40	-2.3	0	-25	3	-5	-4
Cc1ccc(NS(=O)(=O)c2cccc(C(=O)NNC(=O)NC3CCCCC3)c2)c(C)c1
    -2.5	0	-10	-0.6	-6	1	-2	-3	-17
CCOC(=O)c1ccc(N=Nc2c(C)[nH]n(-c3ccccc3)c2=O)cc1
    -2.5	5	23	-5.3	-2	-1	5	-10	6
CCOC(=O)/C=C1\SCC(=O)N1CCOc1cccc(Br)c1
    -4.5	3	9	-4.4	4	-4	-1	-7	-4
COc1ccc(N2C(=O)C(Cl)=C(N3CCN(Cc4ccccc4)CC3)C2=O)cc1
    -1.1	·	1	-0.6	7	-5	-3	·	-1
CCCCOC(=O)Nc1ccc(N(C)C)cc1
    -1.3	-6	7	0.0	10	11	1	-3	-14
O=C(Nc1cccc(C(=O)N2CCOCC2)c1)c1ccccc1Br
    -0.6	2	14	-2.8	6	4	4	1	1
Cn1cc(C(=O)NC2CCCCCCC2)c(=O)c2cc(S(=O)(=O)N3CCCC3)ccc21
    -2.0	-1	-13	-3.0	-1	45	-2	-5	-13
CCCNC(=O)c1ccc(-c2nn(C)c(=O)c3ccccc23)cc1
    3.2	3	0	-2.2	1	8	5	-5	-6
COc1ccc(C(=O)Cn2ccsc2=NC(C)=O)cc1
    0.6	-2	-4	-2.0	3	8	1	-8	4
C=CCn1c(=N)c(C(=O)NCCCOC)cc2c(=O)n3ccccc3nc21
    6.7	4	5	-3.1	13	24	-2	-4	1
Brc1cccc(OCCN2CCCCC2)c1
    2.8	-1	-1	-4.3	-3	13	-1	0	-12
CCOc1cc(/C=N\NC(=O)c2ccc(C)nc2)ccc1OC(=O)c1ccc(F)cc1
    -3.4	4	-17	-3.0	-3	-7	-1	4	-3
CCC(=O)NNC(=O)CCC(=O)Nc1cccc(Cl)c1C
    0.9	9	6	-0.8	6	-10	5	-4	9
COc1ccc(NC(=O)CN(C)C(=O)c2sc3cc(Cl)ccc3c2Cl)cc1
    ·	4	-5	·	·	·	-6	-2	·
CCc1ccccc1N1C(=O)CC(Sc2nccc(C)n2)C1=O (stereo not given)
    -1.3	-6	10	-1.3	7	15	-2	-1	-2
CCOC(=O)C1NN=C(C(=O)c2ccc(C)cc2)C1c1ccc(C)cc1 (stereo not given)
    -3.8	4	-24	-1.7	-8	8	2	-6	-6
Oc1ccccc1/C=N/n1c(-c2ccccc2)n[nH]c1=S
    0.6	-2	22	-3.0	0	13	-6	-9	-7
COc1cc2nc(-c3cccs3)oc(=O)c2cc1OC
    0.1	-2	-1	-1.0	4	·	0	-2	·
Cc1ccc(-c2nn(-c3ccccc3)c3[nH]c(=O)c(CNCc4ccccc4)cc23)cc1
    -0.1	1	-20	-3.5	-44	18	-1	-4	10
CCCCNC(=O)CSc1nc(O)cc(=O)n1C1CCCC1
    -0.4	-1	4	-1.1	22	9	5	-1	-4
c1ccc(CCNc2ncnc3c2cnn3-c2ccccc2)cc1
    -1.1	4	-23	-3.5	-14	-8	-1	-7	-3
O=C(OCc1c(F)cccc1Cl)c1cccnc1Cl
    -0.3	2	3	-3.6	2	-2	2	-9	0
O=C1c2cccnc2C(=O)N1CO
    -0.8	-1	-4	-1.7	-1	22	3	-2	-9
CCc1nnc2n1N=C(c1ccc(Br)cc1)CS2
    1.6	3	5	-2.7	17	-7	-1	-11	-4
O=C1C(=O)N(CC2COc3ccccc3O2)c2ccccc21 (stereo not given)
    -3.4	3	12	-2.4	7	-6	-2	0	10
CCN1CCCC1CNC1=NCCCCC1 (stereo not given)
    -1.9	4	13	-2.0	2	9	8	-2	-2
O=C(CNC(=O)c1nc[nH]c1C(=O)N1CCNCC1)OCc1ccccc1
    ·	-4	-14	·	·	·	3	-5	·
O=C(c1cccc(F)c1)N1CCC(c2nc3ccccc3s2)CC1
    -1.9	-3	-7	-3.0	3	0	5	-5	11
Cc1cc(C(=O)Cn2cc(C(F)(F)F)ccc2=O)c(C)n1CC1CCCO1 (stereo not given)
    ·	4	-1	·	·	·	3	-5	·
Cc1ccc(NS(=O)(=O)c2sc3ccc(Cl)cc3c2C)cc1
    1.1	-1	-2	0.6	7	5	·	-5	-26

Additional structures follow:
Values run as follows: VIM-2 inh	IDE inh	CRFBP-R2 block	IMP-1 inhibitor	NS3 helicase inh	SUMO HTRF inh	IDE cell activ	GalR3 antagonist	p-CIP stab down
O=C(O)c1ccc(NS(=O)(=O)c2ccc(Cl)cc2)cc1
    -1.3	2	3	0.3	-6	0	1	-3	-40
C[C@]12C=CC(=O)C=C1CC[C@@H]1[C@@H]2[C@@H](O)C[C@@]2(C)[C@H]1CC[C@]2(O)C(=O)COC(=O)CCC(=O)NCCc1ccc(O)cc1
    -1.2	·	4	-3.7	-10	11	4	-9	-21
O=C(COC(=O)c1ncc(Cl)c(Cl)c1Cl)Nc1ccc(Cl)cn1
    ·	0	14	·	·	·	3	-2	·
O=C(CSc1nnc(NC(=O)c2ccc(F)cc2)s1)NC1CC1
    -4.1	2	-2	-2.3	31	-2	0	-7	-1
N#CCCn1cc(/C=N/O)c(-c2cccc([N+](=O)[O-])c2)n1
    0.8	0	4	-0.8	-2	12	2	-6	4
Cc1ccc(NC(=O)c2ccco2)c(NC(=O)CN2C(=O)c3ccccc3C2=O)c1
    -0.7	2	13	-2.9	-4	-5	-6	-3	4
CCC1C2CN(C(C)=O)CC=C2C(C#N)=C(N)C1(C#N)C#N (stereo not given)
    -2.5	3	-3	-1.9	7	-25	-4	0	-5
CS(=O)(=O)c1ccc(-c2csc(-c3cccnc3)n2)cc1
    7.2	8	1	0.0	11	4	2	-8	-13
COc1ccc(CC(=O)N2CCN(S(=O)(=O)c3cc(Cl)ccc3Cl)CC2)cc1
    ·	0	4	·	·	·	3	-1	·
Cc1cc(S(N)(=O)=O)c(N)c(S(N)(=O)=O)c1
    -1.9	5	1	1.5	-16	14	5	-4	6
